# HIV peptide binding: cell-free HIV fusion peptide-binding blockers – biochemical, uHTS, fluorescence dequenching, primary screen (AID 1986) | inhibition, % at 20 µM, or IC50 in µM where a hit was titrated | cell-free peptide binding, fluorescence dequenching, 30 min; higher % means a stronger effect | 290,000 compounds, 0.3% hits; in the data active = inhibition mostly above about 52%, no sharp cut-off; inactive = mostly below about 76%; note: some results filed as inactive read as strong as hits
# AID2073: inhibitors of Mint1-CaV2.2 protein interaction, biochemical, HTRF (AID 2073) | HTRF protein-protein interaction, Mint1-CaV2.2; higher % means a stronger effect | one-dose inhibition, % at 20 µM; IC50 in µM for titrated hits | 290,000 compounds, 0.19% hits; in the data active = inhibition mostly above about 51%, no sharp cut-off; inconclusive = no clear call, values can overlap the other calls; inactive = mostly below about 53%; note: some results filed as inactive read as strong as hits
# KOR beta-arrestin-1: kappa opioid receptor blockers – cell-based, luminescence, uHTS (AID 1778); 290,000 compounds, 0.091% hits; inhibition, % at 10 µM, or IC50 in µM where a hit was titrated; KOR beta-arrestin recruitment, luminescence, antagonist mode; higher % means a stronger effect; note: strong numbers were not always called active
# NOD2 inhibition: NOD2 signaling inhibitors, cell-based, luminescence, uHTS, HEK293 (AID 1566) | HEK293 NOD2/NF-kB luciferase reporter, luminescence; higher % means a stronger effect | 290,000 compounds, 0.63% hits | inhibition, % at 4 µM; hits with a dose series show EC50 in µM; note: many of its hits are not listed in these tables
# KOR beta-arrestin-2: KOR agonists, beta-arrestin recruitment, primary screen, cell-based, luminescence, uHTS (AID 1777). KOR beta-arrestin recruitment, luminescence; higher % means a stronger effect. one-dose activation, % at 10 µM; EC50 in µM for titrated hits. 280,000 compounds, 0.02% hits; in the data active = activation above about 50%, passing the limit was not always enough; note: a part of the inactive calls stands beside numbers as strong as those of hits
# NS5 inhibitors: Dengue-2 NS5 methyltransferase inhibitors, primary screen, biochemical, confirmation dose response (AID 588689); Dengue-2 NS5 methyltransferase capping enzyme assay, biochemical; higher % means a stronger effect; inhibition, % at 25 µM; hits with a dose series show IC50 in µM; 340,000 compounds, 0.3% hits; in the data active = a potency from the dose series; inconclusive = inhibition above about 29% without an active follow-up result
# NOD1 NF-kB reporter: inhibition of NOD1-driven NF-kB reporter – cell-based, luminescence, uHTS, primary screen (AID 1578) | NOD1-driven NF-kB luciferase reporter cells, luminescence; higher % means a stronger effect | inhibition, % at 4 µM; hits with a dose series show EC50 in µM | 290,000 compounds, 1% hits; in the data active = inhibition mostly above about 36%, no sharp cut-off; inactive = mostly below about 34%;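 note: HEK-293T reporter cells stimulated with the NOD1 agonist gamma-tri-DAP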
# West Nile antiviral: West Nile virus antiviral activity, cell-based, CPE readout (AID 1621). West Nile virus-infected cells, CPE inhibition; higher % means a stronger effect. one-dose CPE inhibition, % at 10 µM; IC50 in µM for titrated hits. 290,000 compounds, 0.02% hits; in the data active = a potency from the dose series; inconclusive = CPE inhibition mostly from about 3.7% at the one dose, without a potency; inactive = the rest, 99 in 100 with CPE inhibition below about 2.2%; note: strong numbers were not always called active
# Yfh1-depleted yeast: mitochondrial function rescue without frataxin homolog – Friedreich's ataxia, plus single-dose screen, dose response (AID 1465). fold induction at 50 µM; hits with a dose series show EC50 in µM. S. cerevisiae Yfh1-off respiration, WST-1 reduction, 72 h; higher fold induction means a stronger effect. 220,000 compounds, 0.074% hits;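 active = fold induction of absorbance versus untreated yeast above a set limit, then at least 30% activation at any dose in follow-up; inconclusive = repeats straddling the limit, or above it without dose testing; inactive = fold induction below the set limit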;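 note: activators that raise dye reduction in frataxin-depleted yeast; strong numbers were not always called active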
# Starred values were filed as active, the others as inactive; i = inactive; ? = inconclusive; . = not tested or not shown; & = joins results of further samples; [ ] = remark or other dose. Cut-off read from the data, not from the text of the source, unless noted: active = inhibition above about 50%; inactive = the rest. This is a subset; count on the stated rates, not on these rows.
SMILES,HIV peptide binding,AID2073,KOR beta-arrestin-1,NOD2 inhibition,KOR beta-arrestin-2,NS5 inhibitors,NOD1 NF-kB reporter,West Nile antiviral,Yfh1-depleted yeast
CCCCCc1nc2c(c(=O)c3ccccc3n2C)c(=O)n1C1CCCCCC1,-7.1%,-2%,-95%,8%,-2.7%,-5%,-2%,-0.6%,i
Nc1cc(Cl)c2nonc2c1[N+](=O)[O-],5.7%,-39%,-8%,-32%,-2.1%,-16%,12%,-2.0%,i
O=C1NC(=O)N(CCc2ccc(F)cc2)C(=O)/C1=C/C=C/c1ccccc1,4.9%,27%,13%,-49%,1.0%,.,42%*,?,i
CCOc1cc(C(=O)N2CCC3(CC2)OCCO3)cc(OCC)c1OCC,2.0%,5%,18%,10%,2.3%,-8%,4%,0.6%,i
CN1C2CCC1CC(OC(=O)c1ccc(Cl)cc1)(C(=O)O)C2 (stereo unspecified),-2.5%,-4%,7%,12%,3.9%,-6%,-21%,0.3%,i
CCn1c(=O)cc(OCC(=O)N2CCC3(CC2)OCCO3)c2ccccc21,1.6%,34%,12%,-1%,-0.7%,-8%,-17%,2.3%,i
CN(C=O)CP(=O)(O)CN(C)C=O,-2.6%,-10%,-5%,4%,7.9%,-5%,14%,0.6%,i
O=C(NC(c1ccc(Cl)cc1)P(=O)(Oc1ccccc1)Oc1ccccc1)OCc1ccccc1 (stereo unspecified),1.3%,-3%,-15%,-10%,-2.6%,0%,-26%,0.4%,?
CCN(CC)CCN=Cc1c(O)n(Cc2ccco2)c(=O)[nH]c1=O,0.1%,7%,-29%,-3%,6.2%,.,-6%,0.0%,i
O=C(Nc1ccc(Cl)cn1)c1ccc(Br)c(S(=O)(=O)N2CCCCC2)c1,-1.5%,-4%,-29%[20 µM],.,.,-4%,9.6µM*,-0.1%,i
Cc1cc(O)c(CN2CC=C(c3ccccc3)CC2)cc1C(C)C,-2.0%,-3%,-7%,-12%,3.8%,2%,-18%,-1.4%,.
O=C(NCC(c1cccnc1)N1CCN(c2ccccc2)CC1)Oc1ccccc1 (stereo unspecified),-0.7%,10%,26%,4%,6.3%,-2%,-20%,-0.4%,i
Cc1ccc(NP(=O)(Oc2ccccc2F)Oc2ccccc2F)cc1C,0.2%,-2%,19%,-20%,5.3%,-14%,-17%,-1.0%,i
CC(C)(C)C(=O)OC[N+](C)(C)CCOC(=O)C(O)(c1ccccc1)C1CCCC1 (stereo unspecified),-0.7%,5%,-16%,10%,-6.1%,-7%,-24%,1.0%,i
Cc1ccsc1C(=O)C1CCCN(Cc2sc(N(C)C)nc2Cl)C1 (stereo unspecified),0.0%,-16%,-12%[20 µM],-23%,.,3%,61%*,-0.7%,i
CCN(CC)P(=O)(NC(=O)C(Cl)(Cl)Cl)N(CC)CC.[Cl-].[Cl-].[Cl-].[Nd+3],0.7%,12%,-54%,5%,-4.3%,8%&0%,8%,1.0%,i
COc1nc(NCC2CCCO2)nc(N2CC3CC(C2)c2cccc(=O)n2C3)n1 (stereo unspecified),-0.4%,-5%,-7%,21%,-2.3%,-5%,0%,0.2%,i
C=CCNC(=S)/N=C/c1c(O)[nH]c(=O)[nH]c1=O,21%,2%,-46%[20 µM],-6%,-0.8%,-35%,-2%,0.3%,i
O=C1NC(=O)N(c2ccccc2)C(=O)/C1=C/c1ccc2c(c1)Cc1ccccc1-2,7.9%,17%,-10%,-33%,0.8%,.,-34%,-0.3%,i
Cc1cc(N2C(=O)C3CCCN3C2c2cccc(Cl)c2)no1 (stereo unspecified),0.9%,2%,-54%,8%,5.1%,2%,-17%,-0.2%,i
Cc1ccc(CC(=O)N2CCN(Cc3ccccc3)CC2)cc1,-0.2%,0%,8%,-12%,-3.3%,-7%,-39%,0.3%,i
COc1ccc(C(O)c2cc(OC)ccc2OP(=O)(N(C)C)N(C)C)cc1 (stereo unspecified),24%,11%,.,18%,0.1%,4%,-3%,-0.3%,i
COCCOC(=O)C1=C(N)OC(C)=C(C(=O)OC)C12C(=O)Nc1ccccc12 (stereo unspecified),-1.7%,5%,18%,8%,4.4%,1%,-8%,0.3%,i
Cc1cc(/C=C2\C(=O)NC(=O)N(Cc3ccco3)C2=O)c(C)n1-c1ccc(C(=O)O)cc1,17%,21%,22%,22%,5.5%,11%,3%,0.4%,i
O=c1[nH]c(O)c(/C=C2\C=Nc3ccc(OCc4ccccc4)cc32)c(=O)[nH]1,102%,45%,-47%[20 µM],-40%,-0.9%,.,43%,-0.1%,.
SMILES,HIV peptide binding,AID2073,KOR beta-arrestin-1,NOD2 inhibition,KOR beta-arrestin-2,NS5 inhibitors,NOD1 NF-kB reporter,West Nile antiviral,Yfh1-depleted yeast
CC1(C)Cc2c(C#N)c(N3CCNCC3)nc(-c3ccco3)c2CS1,3.1%,16%,11%,2%,3.1%,-6%,-9%,-0.1%,i
CN1/C(=C\C=C2C(=O)NC(=S)NC2=O)C(C)(C)c2ccccc21,146%,20%,7%,-30%,-2.6%,-80%,-9%,0.0%,i
Cc1c(C(=O)N2CCC3(CC2)OCCO3)sc2ncnc(N(C)c3ccccc3)c12,-1.3%,11%,-5%,17%,2.4%,-7%,14%,0.3%,i
COc1cc2occc2c2oc(=O)ccc12,2.6%,0%,4%,18%,1.4%,-5%,-32%,0.2%,i
Cn1c(O)c(C=NC2CC(C)(C)NC(C)(C)C2)c(=O)n(C)c1=O,-3.8%,1%,17%,5%,0.2%,-7%,-13%,0.7%,i
O=C(O)CCn1cc(C=C2C(=O)NC(=O)NC2=O)c(-c2ccc(Br)cc2)n1,4.9%,12%,-31%,12%,-0.6%,8µM*,5%,-0.2%,i
CCN(CC)C(=O)c1ccc(NC(=O)C2=C(C)OCCS2)cc1,-0.9%,13%,-8%,-1%,0.2%,-2%,-4%,-0.6%,.
CCOc1ccc(C(C)=O)cc1Cn1ccsc1=N,1.4%,16%,7%,8%,-1.3%,-5%,-9%,0.2%,.
CCNc1cc(N2CCN(C)CC2)ccc1[N+](=O)[O-],-1.7%,-9%,-10%[20 µM],12%,-10%,-3%,21%,-0.4%,i
CCOC(=O)C1C(=O)N(C)C2(C)CC1c1ccccc1O2 (stereo unspecified),1.4%,1%,16%,9%,-1.8%,-7%,-13%,0.6%,i
Cc1cc(C=C2C(=O)N(C)C(=S)N(C)C2=O)c(C)n1C1CCCCC1,-0.7%,-6%,-1%,12%,-1.3%,-44%,19%,0.1%,i
COc1ccc(NC(=O)N2C[C@@H]3C[C@@H](C2)c2cccc(=O)n2C3)cc1,0.7%,5%,-16%[20 µM],6%,1.2%,-6%,-24%,0.3%,.
CC(=Nc1ccc(F)cc1)c1c(O)n(C)c(=O)[nH]c1=O,-1.4%,4%,-55%[20 µM],1%,4.5%,0%,34%,0.7%,.
COc1ccccc1[As](=O)(O)CC(O)COc1ccc(Cl)cc1Cl (stereo unspecified),2.3%,21%,-3%,10%,5.9%,.,-11%,-0.2%,i
CC(C)n1cc(C(=O)N(CC(=O)NC(C)(C)C)Cc2ccccc2)cn1,1.7%,5%,-16%,12%,-1.8%,-5%,-32%,0.4%,i
Cn1c(O)c(C(c2ccncc2)c2c(O)n(C)c(=S)n(C)c2=O)c(=O)n(C)c1=S,1.9%,-4%,10%,7%,-1.9%,22%,-15%,-0.2%,i
CCSc1nnc(C(N)Cc2ccccc2)o1 (stereo unspecified),0.0%,-10%,3%,3%,2.0%,1%,11%,1.0%,i
CC(=O)Nc1ccccc1C(=O)OCc1ccccc1F,0.5%,5%,-13%[20 µM],-19%,1.1%,-2%,-46%,-0.2%,i
O=C1NC(=O)N(Cc2ccccc2)C(=O)/C1=C\C=C\c1ccco1,85%,35%,-71%,-25%,-1.0%,-36%,62%*,-0.9%,i
CN(C)CCNC(=O)c1cccn(Cc2cc(C(F)(F)F)cc(C(F)(F)F)c2)c1=O,2.3%,18%,21%,13%,-5.1%,2%,-18%,-0.1%,i
COc1ccc(-c2cc(=O)c3c(OC)c(OC)c(OC)cc3o2)cc1,-1.1%,10%,-29%,-6%,4.3%,1%,-15%,0.2%,i
CC(=O)N1CCN(Cc2ccc(Cl)nc2)CC1,-2.1%,5%,-13%,-10%,3.8%,9%,9%,0.2%,.
CC(=O)N1CN2CN(C(C)=O)CC(C(=O)c3ccc(Br)cc3)(C2)C1,0.0%,-2%,12%,6%,-0.1%,1%,-9%,0.2%,i
COC(=O)OCC12CCC(O1)C1(C)C(=O)OCC21 (stereo unspecified),-0.9%,2%,-5%,10%,0.5%,-6%,-5%,0.1%,i
COc1ccc(C(=O)N2CCC3(CC2)OCCO3)cc1,-0.4%,-7%,-62%[20 µM],5%,3.3%,-2%,-8%,-0.2%,.

# Retrieved one by one from the entries so far (2):
SMILES,HIV peptide binding,AID2073,KOR beta-arrestin-1,NOD2 inhibition,KOR beta-arrestin-2,NS5 inhibitors,NOD1 NF-kB reporter,West Nile antiviral,Yfh1-depleted yeast
CC1(C)Cc2c(C#N)c(N3CCNCC3)nc(-c3ccco3)c2CS1,3.1%,16%,11%,2%,3.1%,-6%,-9%,-0.1%,i
Nc1cc(Cl)c2nonc2c1[N+](=O)[O-],5.7%,-39%,-8%,-32%,-2.1%,-16%,12%,-2.0%,i

# Continuation.
SMILES,HIV peptide binding,AID2073,KOR beta-arrestin-1,NOD2 inhibition,KOR beta-arrestin-2,NS5 inhibitors,NOD1 NF-kB reporter,West Nile antiviral,Yfh1-depleted yeast
Nc1ccccc1C(=O)OCC(=O)N1CCc2ccccc21,-0.1%,10%,-15%,-34%,-1.1%,-2%,-56%,.,.
O=C(COc1ccccc1Cl)N1CCCC(N2CCN(c3ccc(F)cc3)CC2)C1 (stereo unspecified),0.7%,0%,15%,15%,-2.6%,-4%,-14%,-0.5%,.
O=c1[nH]c(=O)n(CCC2=CCCCC2)c(O)c1C=NCc1cccnc1,0.1%,6%,8%,-4%,-4.7%,3%,-4%,0.7%,i
CCN(C(=O)CN1CC=C(c2ccccc2)CC1)c1c(N)n(Cc2ccccc2)c(=O)[nH]c1=O,-0.4%,-13%,-44%[20 µM],0%,-10%,-33%,-4%,-0.2%,i
Cc1[nH]c2ccc(OC(F)(F)F)cc2c1CCNCc1cccc([N+](=O)[O-])c1,-1.6%,-2%,-21%,2%,-2.0%,-2%,-11%,-1.0%,.
N#CCCn1cc(C(=O)Nc2ccccc2Cl)c(-c2ccc([N+](=O)[O-])cc2)n1,1.3%,22%,.,-2%,2.6%,-6%,-16%,-1.3%,i
CN(C)CCN(CC1CCCN(Cc2ccccc2F)C1)C(=O)Cc1c(F)cccc1F (stereo unspecified),-1.6%,2%,-12%[20 µM],0%,-5.2%,0%,-30%,0.4%,.
Cc1ccc2c(c1)CCCN2N=O,-1.2%,-14%,-14%,9%,2.6%,0%,-27%,0.4%,i
CCCCn1c(O)c(C=NC2CCCCC2N)c(=O)[nH]c1=O (stereo unspecified),-0.9%,-11%,-4%,1%,13%,-1%,-14%,0.0%,i
Cc1cc(C(=O)N=Nc2c(O)n(C)c3ccccc23)c(C)o1,-0.1%,-7%,-22%,-55%,13%,-9%,-26%,-0.2%,i
O=[N+]([O-])c1ccc(N2CCNCC2)cc1N1CCCCCC1,-0.6%,-8%,-31%,1%,-4.0%,-5%,-8%,0.7%,i
CCCCCCC(=O)N/N=C/c1c(O)n(C2CC2)c(=S)[nH]c1=O,2.5%,1%,-4%,-6%,0.9%,-2%,9%,0.1%,i
